hIAP activ = human IAP activation; P09923; purified human IAP, CDP-Star luminescence, 30 min; active compounds read high; 1 = vehicle-only enzyme, 0 = enzyme-free background; activation factor at 10 µM; hit rate 0.16% among 330,000; AID 2524;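 active = activation factor of the enzyme at least 2-fold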; note: the source names both 10 and 20 µM as test concentration; values of inactives mirror those of a sister screen read the other way
hIAP inh = human IAP inhibition; purified IAP, CDP-Star luminescence, 30 min; inhibition, % at 10 µM; hit rate 0.12% among 330,000; AID 2544;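 active = inhibition reaching a set limit with compound at 10 µM in the primary screen, cut at about 35% in these data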;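 note: plate controls were DMSO wells with enzyme for no effect and no-enzyme buffer wells for full effect; values of inactives mirror those of a sister screen read the other way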
beta cell repl = inducers of beta-cell replication in MIN6 cells. MIN6 cells proliferation, ATPlite luminescence, 48 h; cells starved in 0.2% serum; 100% = growth in 10% serum. proliferation, % at 10 µM. hit rate 0.29% among 330,000. AID 2380;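 active = compounds whose signal lies at least 3.5 SD above the mean of all wells on their plate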;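 note: 0% = DMSO-treated cells in low-serum medium and 100% = 10% serum control; some compounds called inactive have numbers as strong as hits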
mIAP block = blocks mouse intestinal alkaline phosphatase; purified mouse IAP, CDP-Star luminescence, 30 min; AID 2806; inhibition, % at 10 µM; hit rate 0.2% among 330,000;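 active = inhibition of at least 40% at 10 µM in the primary screen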;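 note: plate controls were DMSO with enzyme for no effect and no enzyme wells for full effect; values of inactives mirror those of a sister screen read the other way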
SENP1 FRET inh = SENP1 (human) catalytic domain inhibition | hit rate 0.21% among 360,000 | inhibition, % at 10 µM | Q9P0U3 | recombinant SENP1 catalytic domain, CyPet-SUMO1-YPet FRET cleavage;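 active = inhibition at least 30% at 10 µM, raw YFP signal under a set limit, fluorescence ratio 0.5 to 1.5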;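 note: 0% = enzyme with DMSO and 100% = no enzyme wells; some results filed as inactive read as strong as hits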
Target sequence (Q9P0U3 419-644 limits assumed): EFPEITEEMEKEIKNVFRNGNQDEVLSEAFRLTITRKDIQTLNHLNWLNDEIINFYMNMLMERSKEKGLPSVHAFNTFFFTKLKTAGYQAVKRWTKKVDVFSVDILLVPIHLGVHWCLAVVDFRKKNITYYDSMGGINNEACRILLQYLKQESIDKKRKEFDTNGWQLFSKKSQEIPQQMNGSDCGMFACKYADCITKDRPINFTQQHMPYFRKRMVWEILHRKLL
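System: Recombinant human SENP1 catalytic domain, His6-tagged | Incubation: Enzyme reaction for 50 min at room temperature, dark | Medium: Tris pH 8 with BME, BSA, NP40 and catalase | Also added: 25 nM SUMO1 FRET substrate | Compound: 10 µM single point, 0.5% DMSO | Measured by: FRET fluorescence in CFP and YFP emission channels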
APOBEC3A inh = human APOBEC3A DNA deaminase inhibition | P31941 | recombinant A3A, FAM/TAMRA ssDNA deamination fluorescence | inhibition, % at 20 µM | hit rate 0.41% among 330,000 | AID 493011;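 active = at least 40% inhibition at 20 µM here, with at most 30% in a related deaminase screen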;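 note: plate controls were A3A with DMSO for no effect and wells lacking A3A enzyme for full effect; some results filed as inactive read as strong as hits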
Target sequence (P31941 whole entry, looked up): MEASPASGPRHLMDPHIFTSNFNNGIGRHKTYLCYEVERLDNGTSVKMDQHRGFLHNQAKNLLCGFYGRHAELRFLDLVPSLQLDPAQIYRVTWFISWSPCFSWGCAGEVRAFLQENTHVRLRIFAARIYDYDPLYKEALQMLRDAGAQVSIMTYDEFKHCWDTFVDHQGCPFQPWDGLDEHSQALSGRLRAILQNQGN
mIAP act = mouse IAP activation; muIAP, CDP-Star luminescence, 30 min; active compounds read high; 1 = vehicle-only enzyme signal, 0 = enzyme-free wells; AID 2805; hit rate 0.24% among 330,000; activation factor at 10 µM;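 active = activation factor of at least 2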; note: the source names both 10 and 20 µM as test concentration; values of inactives mirror those of a sister screen read the other way
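Assay system: mouse IAP enzyme; reagent: chemiluminescent substrate CDP-Star; dosing: test compounds delivered from DMSO solution; schedule: 30 min at room temperature; measured by: luminescence from enzymatic CDP-Star hydrolysis; controls: DMSO-only wells and no-enzyme negative control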
A3G deaminase = blocks human APOBEC3G single-stranded DNA deamination. recombinant A3G, ssDNA deamination FAM/TAMRA fluorescence. inhibition, % at 20 µM. hit rate 0.28% among 330,000. AID 493012;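 active = inhibition of at least 40% at 20 µM, with no more than 30% in the related APOBEC3A deaminase screen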;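 note: plate controls were DMSO wells with A3G for no effect and wells lacking A3G enzyme for full effect; some compounds called inactive have numbers as strong as hits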
Target sequence (Q9HC16 whole entry, looked up): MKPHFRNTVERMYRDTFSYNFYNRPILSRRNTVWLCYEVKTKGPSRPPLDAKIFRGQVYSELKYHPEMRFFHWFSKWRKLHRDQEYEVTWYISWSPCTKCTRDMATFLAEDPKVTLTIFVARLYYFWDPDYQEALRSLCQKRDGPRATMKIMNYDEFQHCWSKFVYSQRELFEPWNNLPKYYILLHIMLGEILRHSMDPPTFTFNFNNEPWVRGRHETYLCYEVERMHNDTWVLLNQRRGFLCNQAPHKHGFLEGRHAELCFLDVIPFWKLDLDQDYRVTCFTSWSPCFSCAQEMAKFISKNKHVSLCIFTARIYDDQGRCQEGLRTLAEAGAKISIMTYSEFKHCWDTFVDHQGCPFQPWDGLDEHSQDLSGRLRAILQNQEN
NLRP3 yeast inh = blocks the NALP3 inflammasome reconstituted in yeast; AID 2825; Yeast reconstituted NLRP3/ASC/caspase-1, beta-gal luminescence, 24 h; hit rate 0.39% among 330,000; inhibition, % at 10 µM;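 active = inhibition of 50% or more; inactive = inhibition below 50%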;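 note: plate controls were induced DMSO wells for no effect and uninduced yeast grown without galactose for full effect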
* = called active by the depositor. A portion of the library, so the mix of outcomes need not match the whole.

SMILES	hIAP activ	hIAP inh	beta cell repl	mIAP block	SENP1 FRET inh	APOBEC3A inh	mIAP act	A3G deaminase	NLRP3 yeast inh
COc1ccc2c(c1OC)C(=O)N1C2SC[C@H]1C(=O)NC1CCCC1 (some centres not stated)	0.886	11.4	-4.9	2.5	-0.4	-2.3	0.974	0.0	7.3
COc1ccccc1C(=O)NC(=S)N1CCc2ccccc21	1.1	-10.5	-2.9	-4.9	-0.4	-0.2	1.05	-5.9	15.6
CN(Cc1ccccc1)c1nc(CN2CCOCC2)nc2scc(-c3ccccc3)c12	1.07	-7.2	-1.7	2.7	0.6	-2.5	0.973	-8.2	-6.7
CCN(CC(=O)Nc1ccc(NC(C)=O)cc1)C(=O)Cc1ccccc1F	0.938	6.2	6.0	-1.6	7.1	2.5	1.02	-7.5	10.3
CCN1C(=O)C(=O)N(CC(=O)Nc2cccc(C(F)(F)F)c2)C1=O	1.08	-7.6	3.4	9.1	1.4	0.4	0.909	1.4	-0.7
Cc1cccc(N2CCN(C(=O)CS(=O)(=O)Cc3nc(-c4ccccc4F)oc3C)CC2C)c1 (configuration not stated)	1.19	-19.4	-4.2	-9.2	5.1	-1.9	1.09	-3.4	0.5
CC(C)(C)CN1CCC(Oc2cccc(C(=O)NCCCOc3cccnc3)c2)CC1	1.12	-12.5	-6.7	-14.0	-23.5	-2.4	1.14	-9.1	4.1
O=C(Nc1cc(C(F)(F)F)ccc1F)C1CCCCC1	0.991	0.9	-2.4	-7.4	0.5	3.3	1.07	-0.7	1.8
CN=C(NC(=O)Nc1c(C)cccc1C)NC(=O)Nc1c(C)cccc1C	1.41	-40.9	-4.3	0.0	2.1	-0.5	1	-5.7	10.3
CCCCn1nc2cc(C(=O)NCc3ccc(C(F)(F)F)cc3C(F)(F)F)ccc2c1OCC	0.926	7.4	-5.7	-4.6	0.4	0.4	1.05	-9.0	3.3
Clc1ccc(-n2nnc(-c3nccs3)n2)cc1Cl	0.908	9.2	-4.2	12.4	0.8	0.1	0.876	23.7	33.9
Cc1ccc(OCCC(=O)OC(C)C(=O)NC2CC2)cc1 (configuration not stated)	0.917	8.3	2.4	2.4	-0.1	-2.8	0.976	-12.9	20.2
Cc1nc(CC(=O)N2CCN(S(=O)(=O)c3ccccc3C#N)CC2)cs1	1.02	-2.2	3.1	9.2	-1.6	-1.0	0.908	-3.5	22.5
CSCC(=O)Nc1nc(-c2ccc3c(c2)OCCO3)cs1	0.931	6.9	-2.9	4.6	2.8	2.6	0.954	-7.9	27.7
O=S(=O)(Nc1cccc2c1ccc1cccn12)c1cccs1	1.01	-0.9	-0.9	16.8	-20.0	-0.1	0.832	-2.6	2.2
Cc1ccc(N(Cc2ccc([N+](=O)[O-])cc2)C(=O)c2ccco2)cc1	1.24	-23.8	-3.8	-12.4	0.9	-0.9	1.12	-2.4	5.3
CCCCN(Cc1cc2ccccc2[nH]c1=O)S(=O)(=O)c1ccc(C)cc1	1.02	-2.4	-4.6	3.0	-0.6	3.3	0.97	-8.2	24.0
CCOc1ccc(C(C)C)cc1S(=O)(=O)N1CCN(C(=O)c2ccco2)CC1	1.03	-3.5	-2.9	-1.0	3.2	1.6	1.01	-1.4	20.0
O=C(O)c1cccc(O)c1O	1.2	-19.7	-4.8	-3.7	-0.1	1.1	1.04	-4.4	8.2
COc1ccc(NS(=O)(=O)c2cccc(Cl)c2Cl)cc1S(=O)(=O)N1CCCCC1	1.19	-19.0	0.6	-0.9	4.3	-2.6	1.01	-7.3	4.3
CC1CC(C)CN(CCCNC(=O)Cn2ncc3c(=O)oc4ccccc4c32)C1 (configuration not stated)	1.08	-8.2	3.0	-6.6	-0.1	-5.9	1.07	-11.4	12.7
O=C(Nc1ccccc1C(=O)Nc1ccccn1)c1cc(F)c(F)cc1Cl	1.01	-1.2	-1.5	11.2	-1.3	1.3	0.888	-1.0	9.4
O=C(CSCc1ccc([N+](=O)[O-])cc1)Nc1ccccc1C(=O)O	1	-0.4	-3.5	9.9	0.0	-2.3	0.901	-4.1	3.9
CCCC(=O)c1ccc(N2CCN(C(=O)c3ccc(Br)cc3)CC2)c(F)c1	1.09	-8.6	-3.5	10.5	3.1	-2.9	0.895	-7.5	19.4
C/C(=C\C(=O)c1ccccc1)Nc1ccc(Cl)c(Br)c1	0.953	4.7	0.0	3.0	2.2	-0.1	0.97	-1.9	25.7
CC(C)c1ccc(/C=N/NC(=O)c2nnn(-c3nonc3N)c2CSC2=NCCS2)cc1	0.972	2.8	0.0	10.0	1.2	3.3	0.9	-0.6	24.8
CCOC(=O)C1CCCN(C(=O)c2ccc([N+](=O)[O-])c(C)c2)C1 (configuration not stated)	1.03	-3.0	0.0	3.0	0.5	-1.2	0.97	0.8	12.1
COc1ccc(NC(=O)Nn2cnnc2)cc1OC	0.812	18.8	-2.0	-4.9	2.7	-5.0	1.05	-8.8	11.9
Cc1ccccc1OCCN1C(=O)C(=O)c2cccc(C)c21	0.866	13.4	0.0	5.2	1.7	-1.2	0.948	-9.0	19.5
Cc1cccc(OCc2nnc(SCc3nc4cc(C(F)(F)F)ccc4c(=O)[nH]3)o2)c1	1.29	-29.3	-4.4	2.8	-23.1	-7.1	0.972	-12.6	38.0

Entries listed so far with a CF3 group, in the order listed:
SMILES	hIAP activ	hIAP inh	beta cell repl	mIAP block	SENP1 FRET inh	APOBEC3A inh	mIAP act	A3G deaminase	NLRP3 yeast inh
CCN1C(=O)C(=O)N(CC(=O)Nc2cccc(C(F)(F)F)c2)C1=O	1.08	-7.6	3.4	9.1	1.4	0.4	0.909	1.4	-0.7
O=C(Nc1cc(C(F)(F)F)ccc1F)C1CCCCC1	0.991	0.9	-2.4	-7.4	0.5	3.3	1.07	-0.7	1.8
CCCCn1nc2cc(C(=O)NCc3ccc(C(F)(F)F)cc3C(F)(F)F)ccc2c1OCC	0.926	7.4	-5.7	-4.6	0.4	0.4	1.05	-9.0	3.3
Cc1cccc(OCc2nnc(SCc3nc4cc(C(F)(F)F)ccc4c(=O)[nH]3)o2)c1	1.29	-29.3	-4.4	2.8	-23.1	-7.1	0.972	-12.6	38.0

Later entries:
SMILES	hIAP activ	hIAP inh	beta cell repl	mIAP block	SENP1 FRET inh	APOBEC3A inh	mIAP act	A3G deaminase	NLRP3 yeast inh
O=C(Nc1cccc(S(=O)(=O)N2CCCCC2)c1)C1=NN(c2ccccc2)C(=O)CC1	0.952	4.8	-3.5	1.4	-3.5	-2.2	0.986	-6.2	9.5
COc1cc(-c2nc3ccccn3c2N)ccc1O	0.94	6.0	0.7	6.5	-24.8	-3.2	0.935	-0.7	-9.7
CCn1c(SCC(=O)Nc2ccccc2OC)nc2ccccc2c1=O	0.989	1.1	3.6	-0.5	0.4	-3.1	1	-5.0	25.0
Cc1ccc(C)c(CNS(=O)(=O)c2c(C)[nH]c(C)c2C(=O)N2CCCC2)c1	1.05	-4.9	0.0	-0.2	1.7	-4.5	1	-3.8	-3.8
O=C(COc1ccccc1Cl)NCCCNC(=O)c1cnccn1	1	0.0	3.1	1.9	2.7	-5.4	0.981	-1.6	0.1
Cn1cnc2nc3n(c2c1=O)CCC3	0.975	2.5	0.2	7.6	2.9	-0.3	0.924	-1.0	3.0
Oc1ccc(NC(=S)Nc2ccc(O)cc2)cc1	0.982	1.8	-0.3	5.5	3.5	-0.4	0.945	-12.7	16.4
COCc1cc(C)nc(NCCc2ccccc2)c1C#N	1.14	-13.8	-1.4	-0.4	-1.8	0.3	1	-4.8	24.1
O=C(C[n+]1ccc(-c2cc(C(=O)Nc3cccc(C(F)(F)F)c3)c3ccccc3n2)cc1)c1cccc([N+](=O)[O-])c1	0.804	19.6	-7.0	15.5	-12.2	-8.3	0.845	-6.5	13.7
COc1ccc(NC(=O)CN(C)C(=O)c2ccc(-c3cccc(C(F)(F)F)c3)o2)cc1	1.16	-15.9	-2.8	1.9	-0.3	5.0	0.981	-1.7	40.5
COc1cc(NC(=S)N2CCN(C)CC2)cc(OC)c1	1.3	-29.9	-0.9	0.4	12.3	-10.7	0.996	4.2	8.0
COc1ccc(CCNC(=O)c2cc3c(=O)n4ccccc4nc3n(CCCN3CCOCC3)c2=N)cc1	1	-0.3	0.0	15.2	-38.5	-0.9	0.848	-6.2	-0.6
Cc1cccc(NC(=S)N/N=C2/CCCCc3ccccc32)c1	1.05	-4.6	0.0	-2.3	1.8	0.1	1.02	-5.0	42.5
CCC(CC)C(=O)Nc1cc([N+](=O)[O-])ccc1F	1.08	-7.8	-0.2	4.7	0.9	0.7	0.953	-5.8	6.9
O=C(O)C1CCCC2CN3CCc4c([nH]c5ccccc45)C3C(O)C21 (configuration not stated)	1.03	-3.5	0.0	8.3	-72.1	-6.8	0.917	-8.2	18.7
O=C(Nc1cc(=O)[nH]c2ncnn12)c1ccc(Cl)cc1Cl	0.939	6.1	-3.2	6.5	-5.6	-18.5	0.935	-7.2	-0.2
CCn1c(SCc2nc3sc(C(=O)O)c(C)c3c(=O)[nH]2)nnc1-c1ccc(Cl)cc1	0.922	7.8	0.4	-1.1	0.7	3.8	1.01	-6.8	12.6
COc1ccc(NC(=O)CSc2nc3ccccc3c(=O)n2CCNC(C)=O)c(OC)c1	0.898	10.2	-2.0	-0.4	4.8	3.8	1	-3.4	9.8
CN(Cc1ccco1)C(=O)CN1C(=O)NC(c2ccccc2)(c2ccccc2)C1=O	1.03	-2.7	-5.5	5.6	-0.2	1.3	0.944	8.0	10.1
Cc1ccc(-n2nnnc2SCC(=O)NCC2(N3CCOCC3)CCCCC2)cc1	1.07	-7.5	3.5	2.1	2.6	-2.1	0.979	-8.2	8.9
O=C(CSc1nnnn1C1CCCC1)Nc1ccccc1F	0.936	6.4	2.0	0.8	1.0	-0.1	0.992	-6.4	1.1
CC(C)OP(=O)(OC(C)C)C(Nc1ccccc1)c1ccccc1C(F)(F)F (configuration not stated)	0.924	7.6	-3.2	-5.6	1.3	12.8	1.06	-1.5	-4.7
COc1ccc(OC)c(NC(=S)N(CCc2c(C)[nH]c3ccccc23)Cc2cccs2)c1	0.877	12.3	-3.9	-7.6	-5.2	-2.3	1.08	-8.5	7.4
Cc1ccc(N(C)C(=O)n2cnc3ccccc32)cc1	0.975	2.5	-1.0	0.3	0.2	52.5*	0.997	-5.8	0.9
CCCCOC(=O)C(C#N)c1nc2ccccc2nc1N1CCN(Cc2ccc3c(c2)OCO3)CC1 (configuration not stated)	0.982	1.8	-3.6	5.4	-24.1	-3.0	0.946	-4.3	13.7
COc1ccccc1-c1sc2cc3c(cc2c1C#Cc1cncn1C)OCO3	1.04	-4.1	-6.0	9.5	-0.8	1.5	0.905	-2.7	20.6

Compound activity as filed in PubChem.
